TRb SRC2 PPI = inhibitors of human thyroid hormone receptor beta-SRC2 interaction; P10828; TRbeta-SRC2 peptide binding, fluorescence polarization; receptor liganded with 1 µM T3; Potency, µM (highest dose often 106 µM), for the others: at the top dose activity change, negative = inhibition, hits mostly inhibitors; 280,000 tested, 0.065% active; AID 1469;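 also: plate controls were bound peptide for no effect and peptide without receptor for full effect; nearly all actives have a fitted effect of over 50% in size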
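Polarization signal, normalized between peptide-alone and full complex controls, measured compound effects on T3-liganded human TRb LBD (0.6 uM) binding 20 nM Texas Red SRC2 peptide after 5 hr.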
L3MBTL1 block = blocks human L3MBTL1; Q9Y468; AlphaScreen L3MBTL1–H3K9me1 peptide binding; Potency, µM (series often up to 57.1 µM), for inactives: at the top dose activity, negative = inhibition, most hits filed as inhibitors; 230,000 tested, 0.66% active; AID 485360; also: nearly all actives have a fitted effect of over 60% in size
Target sequence (Q9Y468 whole entry, looked up): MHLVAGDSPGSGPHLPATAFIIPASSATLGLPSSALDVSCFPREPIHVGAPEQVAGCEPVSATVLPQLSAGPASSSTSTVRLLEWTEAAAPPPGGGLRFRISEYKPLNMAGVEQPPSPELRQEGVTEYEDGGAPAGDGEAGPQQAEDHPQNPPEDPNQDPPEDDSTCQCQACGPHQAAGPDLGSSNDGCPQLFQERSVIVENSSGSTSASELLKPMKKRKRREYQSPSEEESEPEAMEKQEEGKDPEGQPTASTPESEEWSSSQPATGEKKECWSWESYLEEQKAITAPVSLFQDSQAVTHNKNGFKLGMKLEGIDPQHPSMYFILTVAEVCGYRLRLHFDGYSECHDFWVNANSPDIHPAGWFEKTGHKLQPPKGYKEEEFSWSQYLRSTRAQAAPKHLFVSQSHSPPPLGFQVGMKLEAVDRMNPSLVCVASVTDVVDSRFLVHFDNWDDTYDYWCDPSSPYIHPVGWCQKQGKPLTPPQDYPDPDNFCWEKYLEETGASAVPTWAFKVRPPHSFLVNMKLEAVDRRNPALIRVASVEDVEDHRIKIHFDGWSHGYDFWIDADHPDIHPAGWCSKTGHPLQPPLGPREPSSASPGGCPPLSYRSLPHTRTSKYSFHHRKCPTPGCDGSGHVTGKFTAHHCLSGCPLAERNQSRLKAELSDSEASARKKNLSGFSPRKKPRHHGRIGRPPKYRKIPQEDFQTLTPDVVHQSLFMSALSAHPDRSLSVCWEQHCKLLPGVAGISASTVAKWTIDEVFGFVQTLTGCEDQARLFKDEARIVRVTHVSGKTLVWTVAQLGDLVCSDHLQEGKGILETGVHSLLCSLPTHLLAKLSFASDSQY
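First, the protein-peptide complex forms for 30 min at room temperature (L3MBTL1 50 nM, biotinylated H3K9me1 peptide 75 nM). Next, compounds are pin-transferred and incubated 30 min. Finally, AlphaScreen beads are added and read after 30 min.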
TexasRed fluor = counter-screen for TRb-SRC2 inhibitors: fluorescence interference; TRb/SRC2 Texas Red total fluorescence interference; Potency, µM (top dose mostly 106 µM), for the others: at the highest dose fluorescence change, negative = quenching; 280,000 tested, 0.29% active; AID 1479; active = well fitted curve in either direction with a large enough effect; inconclusive = small, poorly fitted or top-dose-only effect
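Human TRb ligand-binding domain at 0.6 uM with 20 nM Texas Red SRC2 peptide in Tris buffer containing 1 uM T3 and 5% DMSO, incubated with compound 5 h at ambient temperature. Total fluorescence (555/632 nm) calculated as parallel + 2 × perpendicular.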
aGlu spleen mod = lysosomal alpha-glucosidase (human) modulation; human spleen homogenate, 4-MU-alpha-glucoside fluorescence; 240,000 tested, 0.006% active; P10253; Potency, µM (titrated, usually from 79.9 µM), without a hit: at the highest dose activity change, negative = inhibition, most hits filed as inhibitors;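 also: 0% = enzyme with vehicle and -100% = no enzyme basal signal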
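Human spleen homogenate (1 ug) incubated with compounds and 1 mM 4-methylumbelliferyl-alpha-D-glucopyranoside in pH 5.0 citrate/phosphate buffer, 37 C, 40 min. Stopped at pH 10; 4-MU fluorescence (Ex 365/Em 440 nm); AC50 by Hill fit.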
GAA inhib = blocks human lysosomal alpha-glucosidase. AID 1466. purified human GAA, 4-MU-alpha-glucoside fluorescence. P10253. 200,000 tested, 0.005% active. Potency, µM (top dose mostly 76.9 µM), for the others: top-dose activity change, negative = inhibition, hits mostly inhibitors;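 also: plate controls were uninhibited enzyme wells for no effect and no-enzyme background for full effect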
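Enzyme (4 nM final) mixed with compound (up to 77 uM), then 4-MU-alpha-D-pyranoside (400 uM final) added; 20 min at room temperature, pH 5.0. Reaction stopped at pH 10, fluorescence read, AC50 derived by Hill fit.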
RECQ1 helicase = RECQ1 (human) helicase inhibition. P46063. 240,000 tested, 0.54% active. Potency, µM (series often up to 57.3 µM), for the others: top-dose activity, negative = inhibition, most hits filed as inhibitors. RECQ1 DNA unwinding, red fluorescence kinetic read;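 also: plate controls were vehicle for no effect and no enzyme for full effect; nearly all actives have a fitted effect of over 30% in size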
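RECQ1T1 50 nM; forked duplex (20 bp + 30-nt ss tails) 200 nM, ATP 2 mM final; pH 8.0, 2 mM MgCl2, 2.5 ug/ml poly(dI-dC); 15 min compound preincubation; discontinuous kinetic read over 2 h at RT.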
GAA glycogen mod = alters human alpha-glucosidase cleavage of glycogen; Potency, µM (titrated, usually from 76.4 µM), without a hit: top-dose activity change, negative = inhibition, actives largely listed as inhibitors; recombinant GAA, glycogen substrate, Amplex Red glucose oxidase fluorescence; 300,000 tested, 0.38% active;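 also: 0% = full enzyme reaction and -100% = no-enzyme basal signal; the screen sought inhibitors and activators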
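qHTS, 1536-well; enzyme 4 nM final; cpd up to 77 uM; substrate bovine liver glycogen 30 ug; 50 mM citrate/phosphate pH 5.0, 0.01% Tween-20; 37 C, 40 min; Amplex Red detection 45 min RT; Hill fit → AC50.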
GoLoco inh red = blocks human Gai1 binding to RGS12 GoLoco peptide, red readout. Potency, µM (doses to about 61.6 µM), inactives show top-dose activity, negative = inhibition, usual class: inhibitors. AID 880. Gai1:RGS12 GoLoco peptide FP, rhodamine, 10 min. 230,000 tested, 0.44% active; active = well fitted inhibition curve with a large enough effect, not every such curve was filed as active; inactive = no such curve, though single readings can be large or run the other way; also: nearly all actives have a fitted effect of over 30% in size; many of its hits are not listed in these tables
The depositor's hits bear a star; & = joins results of further samples; [ ] = remark or other dose. Unless noted, calls follow the shape of the dose curve; as a rule, active = well fitted curve in the direction sought with a large enough effect; inconclusive = small, poorly fitted or top-dose-only effect, or another doubt; inactive = no such curve, though single readings can be large; an effect the other way counts as inactive or inconclusive. Unless noted, % is scaled to controls: 0 for no effect and ±100 for the full control effect; potency is read from the fitted curve at half-maximal effect. The list is partial. The share of hits here may be higher or lower than overall.

`S=C(NCCc1ccccn1)Nc1cc(Cl)cc(Cl)c1` gave TRb SRC2 PPI 0.6%, L3MBTL1 block -1.1%, TexasRed fluor 0.3%, aGlu spleen mod -2.4%, GAA inhib -4.1%, RECQ1 helicase -1.4%, GAA glycogen mod -1.0% and GoLoco inh red -1.6%.
Screening CC[C@@H]1Cn2c(c3nc(-c4cc(Cl)cc(Cl)c4Cl)nc-3n(C)c2=O)N1 returned TRb SRC2 PPI -0.2%, TexasRed fluor -1.5%, aGlu spleen mod -11.6%, RECQ1 helicase -4.2% and GoLoco inh red 7.4%.
For O=S1(=O)CC2NC(=S)N(c3cccc(Br)c3)C2C1 (stereo unspecified) the results were TRb SRC2 PPI 5.2%, TexasRed fluor -0.7%, aGlu spleen mod 1.4%, RECQ1 helicase -7.4%, GAA glycogen mod 3.4% and GoLoco inh red -3.6%.
Screening O=C(NC(c1ccccc1)c1ccccc1)c1cccc(S(=O)(=O)NCc2ccccc2)c1 returned TRb SRC2 PPI 3.5%, L3MBTL1 block 4.5%, TexasRed fluor 0.9%, aGlu spleen mod -11.8%, GAA inhib -5.5%, RECQ1 helicase -11.4%, GAA glycogen mod -5.1% and GoLoco inh red 13.6%.
For CCCC(=O)Nc1ccc(OCC(=O)OC)cc1 the results were TRb SRC2 PPI -3.3%, L3MBTL1 block -1.7%[11.4 µM], TexasRed fluor 1.4%, aGlu spleen mod -10.1%, GAA inhib -0.2%, RECQ1 helicase -17.8%, GAA glycogen mod 4.1% and GoLoco inh red 17.7%.
Screening O=c1c2cnn(-c3ccc(F)cc3)c2ncn1Cc1cccnc1 returned TRb SRC2 PPI 13.9%, L3MBTL1 block -2.4%, TexasRed fluor 1.4%, aGlu spleen mod -10.5%, GAA inhib -0.1%, RECQ1 helicase -9.6%, GAA glycogen mod -2.7% and GoLoco inh red -2.6%.
`COc1cccc(CN2CCN(C(=O)Nc3ccc([N+](=O)[O-])cc3)CC2)c1` gave TRb SRC2 PPI 7.1%, L3MBTL1 block -3.2%, TexasRed fluor -2.2%, aGlu spleen mod -0.5%, GAA inhib -3.8%, RECQ1 helicase -9.6%, GAA glycogen mod 18.1% and GoLoco inh red 7.2%.
`Cc1ccc(C(=O)O/N=C2\CCS(=O)(=O)c3sccc32)cc1` gave TRb SRC2 PPI 1.0%, L3MBTL1 block 1.5%, TexasRed fluor -0.6%, aGlu spleen mod -7.8%, GAA inhib -10.3%, RECQ1 helicase -5.7%, GAA glycogen mod 7.7% and GoLoco inh red 6.8%.
COc1ccc(NC(=O)CC2S/C(=N\c3nccs3)N(C)C2=O)cc1 (stereo unspecified) was read as TRb SRC2 PPI -10.6%, L3MBTL1 block -3.7%, TexasRed fluor inconclusive, aGlu spleen mod -6.3%, GAA inhib 12.0%, RECQ1 helicase -1.5%, GAA glycogen mod -1.3% and GoLoco inh red 21.7%.
CCCC(=O)NC(c1ccc(OC)c(OC)c1)c1c(O)ccc2ccccc12 (stereo unspecified) was read as TRb SRC2 PPI 0.0%, L3MBTL1 block 0.6%, TexasRed fluor -1.8%, aGlu spleen mod 17.8%, GAA inhib -10.1%, RECQ1 helicase inactive and GAA glycogen mod -4.4%.
`COc1ccc2nc(NS(=O)(=O)c3ccc(NC(C)=O)cc3)sc2c1` gave TRb SRC2 PPI -0.2%, L3MBTL1 block -4.9%, TexasRed fluor -6.4%, aGlu spleen mod -5.8%, GAA inhib -2.4%, RECQ1 helicase -3.5%, GAA glycogen mod 1.1% and GoLoco inh red -8.2%.
Screening CCOCC(=O)Nc1cc(C(F)(F)F)ccc1Oc1cccc(Br)c1 returned TRb SRC2 PPI 5.5%, L3MBTL1 block 26.5%, TexasRed fluor -1.6%, aGlu spleen mod -10.3%, GAA inhib -12.2%, RECQ1 helicase -17.5%, GAA glycogen mod 0.0% and GoLoco inh red 8.5%.
For CC1(N2CCOCC2)CC2(O)C(=[N+]1[O-])CCc1c2no[n+]1[O-] (stereo unspecified) the results were TRb SRC2 PPI -13.2%, L3MBTL1 block -9.3%, TexasRed fluor -0.3%, aGlu spleen mod -0.6%, GAA inhib -8.2%, RECQ1 helicase 0.0%, GAA glycogen mod -12.9% and GoLoco inh red 3.2%.
For COC(=O)c1sccc1N/C=C(\C#N)S(=O)(=O)C(C)(C)C the results were TRb SRC2 PPI -8.2%, L3MBTL1 block -1.3%, TexasRed fluor -6.2%, aGlu spleen mod -1.8%, GAA inhib 5.2%, RECQ1 helicase 1.0%, GAA glycogen mod 3.7% and GoLoco inh red -10.0%.
COc1ccc(NS(=O)(=O)c2cc(Cl)ccc2Cl)cc1S(=O)(=O)N1CCCCC1 was read as TRb SRC2 PPI 0.6%, L3MBTL1 block 0.1%, TexasRed fluor -0.4%, aGlu spleen mod 3.8%, GAA inhib 4.0%, RECQ1 helicase inactive, GAA glycogen mod -1.2% and GoLoco inh red -1.0%.
For O=C(c1ccccc1)N1CCN(c2ncnc3sc4c(c23)CCC4)CC1 the results were TRb SRC2 PPI -18.9%, L3MBTL1 block -19.9%, TexasRed fluor 1.9%, aGlu spleen mod -10.4%, GAA inhib inconclusive, RECQ1 helicase inactive, GAA glycogen mod -5.8% and GoLoco inh red -16.2%.
Screening COc1ccc(COCC(CC(C)C)N2CCN(C(=O)c3cccc(C(F)(F)F)c3)CCC2=O)cc1 (stereo unspecified) returned TRb SRC2 PPI -4.3%, L3MBTL1 block 8.7%, TexasRed fluor -9.1%, aGlu spleen mod -1.2%, GAA inhib 1.9%[15.4 µM], RECQ1 helicase -8.1%, GAA glycogen mod -23.5% and GoLoco inh red -15.2%.
`COc1ccccc1C(=O)N=c1sc2c(C)ccc(OC)c2n1C` gave TRb SRC2 PPI -4.4%, L3MBTL1 block 6.9%, TexasRed fluor -3.0%, aGlu spleen mod -1.3%, RECQ1 helicase -2.5%, GAA glycogen mod -2.0% and GoLoco inh red 3.1%.
For COc1ccc(-c2nnc(SCC(=O)Nc3ccccc3)n2C)cc1 the results were TRb SRC2 PPI 3.9%, L3MBTL1 block -2.2%, TexasRed fluor -4.0%, aGlu spleen mod -0.8%, GAA inhib 2.9%, RECQ1 helicase 16.0%, GAA glycogen mod 2.2% and GoLoco inh red -10.5%.
Screening Cc1ccc(NC(=O)c2ccc(Cl)cc2Cl)cc1O returned TRb SRC2 PPI -3.7%, TexasRed fluor -1.6%, aGlu spleen mod 8.8%, RECQ1 helicase inactive, GAA glycogen mod -0.3% and GoLoco inh red 0.3%.
Screening Cc1ccc(CNC(=O)C2CCC(=O)N2C2CCCCC2)cc1 (stereo unspecified) returned TRb SRC2 PPI -12.9%, L3MBTL1 block -0.5%, TexasRed fluor -0.9%, aGlu spleen mod -19.5%, GAA inhib 10.9%, RECQ1 helicase 1.4%, GAA glycogen mod 3.4% and GoLoco inh red -1.9%.
Screening Cn1c(C(=O)N2CCN(Cc3ccc4c(c3)OCO4)CC2)cc2sccc21 returned TRb SRC2 PPI 6.0%, L3MBTL1 block -1.3%, TexasRed fluor -2.7%, aGlu spleen mod 0.2%, GAA inhib -19.0%, RECQ1 helicase -2.5%, GAA glycogen mod -1.7% and GoLoco inh red 2.7%.
Screening COC(=O)/C(=C\C(=O)c1ccc([N+](=O)[O-])cc1)Nc1ccc(OC)cc1 returned TRb SRC2 PPI 2.1%, L3MBTL1 block inconclusive, TexasRed fluor -1.3%, aGlu spleen mod -11.8%, GAA inhib -9.5%, RECQ1 helicase -13.6%, GAA glycogen mod -16.1% and GoLoco inh red 8.4%.
For CN(C)c1ccc(C(=O)OCC(=O)NC2CCCCC2)cc1 the results were TRb SRC2 PPI -13.2%, L3MBTL1 block -0.6%, TexasRed fluor 1.7%, aGlu spleen mod -0.9%, GAA inhib -1.2%, RECQ1 helicase -18.9%, GAA glycogen mod -1.5% and GoLoco inh red 2.5%.
`COc1ccc(-c2cc(=O)c3cc(OC)ccc3o2)cc1` gave TRb SRC2 PPI -2.6%&5.0%, L3MBTL1 block 11.4%, TexasRed fluor inconclusive, aGlu spleen mod -1.2%&2.3%, GAA inhib 1.4%, RECQ1 helicase -6.2%&-6.8%, GAA glycogen mod 6.9% and GoLoco inh red 7.3%&4.5%.
For COc1ccc(N2C(=S)N=C(Nc3cccc(C)c3)C23CCCCC3)cc1 the results were TRb SRC2 PPI 5.3%, L3MBTL1 block -1.3%, TexasRed fluor -1.7%, aGlu spleen mod 4.9%, GAA inhib -2.0%, RECQ1 helicase -5.9%, GAA glycogen mod 0.2% and GoLoco inh red -3.4%.
Screening O=S(=O)(c1ccc(-n2cnnn2)cc1)N(C1CCCCC1)C1CCCCC1 returned TRb SRC2 PPI 2.5%, L3MBTL1 block 4.6%, TexasRed fluor 0.4%, aGlu spleen mod 2.5%, GAA inhib -4.2%[15.4 µM], RECQ1 helicase -1.0%, GAA glycogen mod -8.4% and GoLoco inh red 7.8%.
Screening CS(=O)(=O)c1ccc2nc(NC(=O)Nc3ccc(Cl)c(Cl)c3)sc2c1 returned TRb SRC2 PPI 10.1%, L3MBTL1 block 5.1%, TexasRed fluor -8.1%, aGlu spleen mod -1.0%, GAA inhib -1.3%, RECQ1 helicase 12.3%, GAA glycogen mod 8.2% and GoLoco inh red -0.7%.
Screening CN(C)c1cncc(C(=O)O)c1 returned TRb SRC2 PPI -5.0%, TexasRed fluor 2.1%, aGlu spleen mod -0.2%, GAA inhib 7.4%, RECQ1 helicase -17.6%, GAA glycogen mod 1.2% and GoLoco inh red 10.3%.
COc1cccc(CNC(=O)C(c2ccc(Cl)cc2)C(C)C)c1 (stereo unspecified) was read as TRb SRC2 PPI 1.8%, L3MBTL1 block 17.7%, TexasRed fluor 1.0%, aGlu spleen mod 11.0%, GAA inhib -3.9%, RECQ1 helicase -11.2%, GAA glycogen mod 7.6% and GoLoco inh red 5.9%.

Bioassay records from PubChem BioAssay.
